Compound activity deposited in PubChem BioAssay by Sanford-Burnham Center for Chemical Genomics.
PfG6PD inh – PfG6PD (Plasmodium falciparum) enzyme inhibition. 350,000 tested, 0.78% active. PfGluPho enzyme, NADPH resazurin-diaphorase fluorescence. inhibition, % at 20 µM;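 active = inhibition reaching at least a set limit at 20 µM in the primary screen, cut at about 59% in these data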;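 also: 0% = DMSO wells with substrate and 100% = DMSO wells lacking glucose-6-phosphate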
SENP1 FRET inh – inhibitors of human SENP1 SUMO protease catalytic domain. Q9P0U3. recombinant SENP1 catalytic domain, CyPet-SUMO1-YPet FRET cleavage. inhibition, % at 10 µM. 360,000 tested, 0.21% active. AID 624204;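 active = inhibition at least 30% at 10 µM, raw YFP signal under a set limit, fluorescence ratio 0.5 to 1.5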;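 also: 0% = enzyme with DMSO and 100% = no enzyme wells; some results filed as inactive read as strong as hits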
Target sequence (Q9P0U3 419-644 limits assumed): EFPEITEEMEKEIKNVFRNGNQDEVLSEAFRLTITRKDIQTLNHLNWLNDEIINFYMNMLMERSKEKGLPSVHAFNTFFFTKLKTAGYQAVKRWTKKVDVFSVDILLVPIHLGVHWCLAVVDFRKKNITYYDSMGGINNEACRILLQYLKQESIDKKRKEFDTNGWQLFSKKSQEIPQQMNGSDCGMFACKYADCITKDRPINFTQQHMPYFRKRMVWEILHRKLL
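Test system: recombinant human SENP1 catalytic domain, His6-tagged / Medium: pH 8 Tris buffer with EDTA, NaCl, BME, BSA, NP40, catalase / Also added: SUMO1 FRET substrate flanked by Cypet and Ypet, 25 nM / Times: 50 min reaction at room temperature / Signal: FRET, CFP and YFP emission / Control set: no-enzyme low control and enzyme-plus-DMSO high control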
SENP6 block – blocks the human protease SENP6; Recombinant SENP6 catalytic domain, aminoluciferin luminescence; inhibition, % at 10 µM; AID 2599; 330,000 tested, 1.8% active; Q9GZR1;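 active = inhibition above about 50% at the single tested dose, limit read from the data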;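 also: plate controls were DMSO wells with enzyme for no effect and DMSO wells lacking enzyme for full effect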
NLRP3 yeast inh – NALP3 inhibition in yeast; Yeast reconstituted NLRP3/ASC/caspase-1, beta-gal luminescence, 24 h; AID 2825; inhibition, % at 10 µM; 330,000 tested, 0.39% active;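 active = inhibition of 50% or more; inactive = inhibition below 50%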;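 also: plate controls were induced DMSO wells for no effect and uninduced yeast grown without galactose for full effect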
HKDC1 inhibitor – inhibitors of human hexokinase HKDC1. AID 493160. recombinant HKDC1, G6PDH/diaphorase resazurin coupled fluorescence. Q2TB90. 340,000 tested, 0.16% active. inhibition, % at 20 µM;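 active = inhibition above about 35% when tested at 20 µM, limit read from the data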;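 also: plate controls were DMSO wells with enzyme for no effect and DMSO wells lacking enzyme for full effect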
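Test system: Recombinant HKDC1 (HK5) hexokinase enzyme, produced in-house | Input: HKDC1 at 5 µg/mL | Buffer or medium: Tris pH 8.0 buffer with MgCl2, Tween-20, BSA, BME | Schedule: 90 min reaction incubation at room temperature, dark | Technique: Resazurin-to-resorufin fluorescence via G6PDH and diaphorase coupling, 525/613 nm | Controls: DMSO wells with and without enzyme mix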
SENP8 block-1 – inhibitors of human SENP8 protease; Q96LD8; purified SENP8, Z-RLRGG-aminoluciferin cleavage, luminescence; inhibition, % at 10 µM; 330,000 tested, 1.2% active; AID 2540; in the data active = inhibition above about 50%
Target sequence (Q96LD8 whole entry, looked up): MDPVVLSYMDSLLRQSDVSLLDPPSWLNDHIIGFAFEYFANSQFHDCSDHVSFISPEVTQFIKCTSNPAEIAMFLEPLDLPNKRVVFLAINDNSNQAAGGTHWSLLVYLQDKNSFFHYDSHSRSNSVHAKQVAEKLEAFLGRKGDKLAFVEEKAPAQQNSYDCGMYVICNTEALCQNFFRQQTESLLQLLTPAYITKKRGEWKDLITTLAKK
Apaf-1 inh – human Apaf-1 inhibition; O14727; reconstituted apoptosome caspase-3 activity, DEVD-Rh110 fluorescence; AID 489030; inhibition, % at 20 µM; 330,000 tested, 0.71% active; active = inhibition of at least 40% at 20 µM;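 also: plate controls were DMSO wells for no effect and DEVD-CHO caspase inhibitor wells for full effect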
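Assay system: Apoptosome proteins | Medium: pH 7.5 Hepes buffer with CHAPS, BSA, DTT | Also added: Cytochrome c and DEVD-Rh110 substrate | Times: 30 min plus 50 min, RT | Detection: Rhodamine 110 fluorescence at Ex 480/Em 540 nm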
SENP7 inh – blocks the human protease SENP7; AID 434973; Q9BQF6; recombinant SENP7, Z-RLRGG-aminoluciferin luminescence, 40 min; 330,000 tested, 1.5% active; inhibition, % at 5 µM;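 active = inhibition above about 50% at the single test dose, limit read from the data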;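 also: plate controls were DMSO with enzyme for no effect and no enzyme buffer wells for full effect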
Target sequence (Q9BQF6 706-1050 limits assumed): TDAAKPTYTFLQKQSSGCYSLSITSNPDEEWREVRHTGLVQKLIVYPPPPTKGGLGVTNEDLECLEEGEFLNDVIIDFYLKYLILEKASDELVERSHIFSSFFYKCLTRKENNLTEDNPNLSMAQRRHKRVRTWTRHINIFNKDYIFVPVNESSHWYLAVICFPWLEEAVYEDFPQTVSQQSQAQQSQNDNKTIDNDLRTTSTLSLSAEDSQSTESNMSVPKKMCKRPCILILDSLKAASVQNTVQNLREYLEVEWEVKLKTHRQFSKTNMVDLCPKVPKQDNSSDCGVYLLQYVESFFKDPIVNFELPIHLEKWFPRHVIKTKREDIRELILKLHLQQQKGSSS
SENP8 block-2 – blocks human SENP8 cleavage of Nedd8 substrate. Q96LD8. recombinant SENP8, Nedd8 substrate fluorescence. inhibition, % at 20 µM. 360,000 tested, 0.64% active. AID 602440; in the data active = inhibition mostly above about 40%, no sharp cut-off; inactive = mostly below about 27%
* marks the source's active call; other numbers are inactive results; x = no result given.

SMILES	PfG6PD inh	SENP1 FRET inh	SENP6 block	NLRP3 yeast inh	HKDC1 inhibitor	SENP8 block-1	Apaf-1 inh	SENP7 inh	SENP8 block-2
O=C1CCN(Cc2ccc(O)cc2)CCN1[C@H](CO)Cc1ccccc1	7	1	-3	12	-7	-6	3	8	3
C=C(C)CSc1nc2nc(C)c(Br)cc2[nH]1	x	-3	4	20	x	-11	-5	-3	10
O=C(O)c1cc(-c2ccccc2)n[nH]1	-13	1	-17	0	3	-15	7	-11	24
C=C(C)Cn1c(SCC)nc2ccccc2c1=O	-8	-1	18	-14	-2	5	8	6	13
O=[N+]([O-])c1ccc(/C=N/n2cn[nH]c2=S)cc1	11	3	1	13	4	-2	-10	2	29
CCC(C)N1CC(=O)N2C(c3ccc(OC)cc3OC)c3[nH]c4ccccc4c3C[C@H]2C1=O (stereo partly specified)	-1	-1	-8	-1	-3	4	11	3	24
O=C(CCCCCNC(=O)N1CCn2c1nc1ccccc12)N[C@H](Cc1ccccc1)C(=O)O	3	2	-3	2	-7	13	-7	0	26
O=C(NCCc1ccccn1)c1ccc(OC2CCN(CCc3ccccc3)CC2)cc1	6	-2	-15	12	-10	-11	1	11	2
COc1ccc(NC(=S)NCc2ccc(S(N)(=O)=O)cc2)c(OC)c1	-7	-1	-3	-3	-4	-7	0	4	9
Cc1ccc(C)c(NC(=O)C(Sc2ncnc3ccccc23)c2ccccc2)c1 (stereo unspecified)	2	1	4	-9	-6	1	5	4	8
Cc1ccccc1C(=O)NNC(=O)C1CCN(C(=O)Nc2ccccc2)CC1	2	1	-6	4	-4	5	-1	6	-1
O=C1[C@@H]2Cc3ccccc3CN2C(=O)N1c1cccc(F)c1	6	0	0	31	-9	10	13	-2	0
Cn1cc(-c2cccc(Cl)c2)cc(C#N)c1=O	7	-1	11	2	-7	1	4	3	-376
CCOC(=O)c1sc2ccc(S(=O)(=O)N3CC(C)CC(C)C3)cc2c1N (stereo unspecified)	12	-3	-3	9	-17	0	-7	-2	-405
COc1ccc(C2CC(=O)Oc3c(C(CCN4CCCC(C)C4)c4ccc(N(C)C)cc4)c(OC)cc(OC)c32)cc1 (stereo unspecified)	8	-2	-3	14	2	-12	49*	1	9
COc1ccc(/C=C2\SC(=O)N(CCNC(=O)C3=COCCO3)C2=O)cc1	-21	-1	-19	7	3	-19	2	-7	8
CC(C)OCCCN1CC(=O)N2C(c3ccccc3)c3[nH]c4ccccc4c3C[C@H]2C1=O (stereo partly specified)	13	-15	5	12	-1	4	21	-3	0
CC1(C)CC(=O)C2=C(C1)Nc1ccccc1NC2c1cccnc1 (stereo unspecified)	-2	3	-10	25	-4	2	2	5	15
Cc1cccc(/N=C/c2c(O)c3ccccc3oc2=O)n1	-3	2	26	7	-4	-17	-11	-7	-81
Cc1cc(C)c(S(=O)(=O)Nc2ccccc2C(=O)N2CCOCC2)c(C)c1	9	-22	-7	22	-8	-7	1	2	5

An excerpt from above in order of formula weight, low to high:
SMILES	PfG6PD inh	SENP1 FRET inh	SENP6 block	NLRP3 yeast inh	HKDC1 inhibitor	SENP8 block-1	Apaf-1 inh	SENP7 inh	SENP8 block-2
Cn1cc(-c2cccc(Cl)c2)cc(C#N)c1=O	7	-1	11	2	-7	1	4	3	-376
O=[N+]([O-])c1ccc(/C=N/n2cn[nH]c2=S)cc1	11	3	1	13	4	-2	-10	2	29
CCOC(=O)c1sc2ccc(S(=O)(=O)N3CC(C)CC(C)C3)cc2c1N (stereo unspecified)	12	-3	-3	9	-17	0	-7	-2	-405
Cc1ccc(C)c(NC(=O)C(Sc2ncnc3ccccc23)c2ccccc2)c1 (stereo unspecified)	2	1	4	-9	-6	1	5	4	8

Going on with the list.
SMILES	PfG6PD inh	SENP1 FRET inh	SENP6 block	NLRP3 yeast inh	HKDC1 inhibitor	SENP8 block-1	Apaf-1 inh	SENP7 inh	SENP8 block-2
CCCCCCn1c(-c2cccs2)n[nH]c1=S	26	2	-17	16	-3	-1	15	-2	-412
CCOc1ccc(C(=O)N2CCN(c3ncccn3)CC2)cc1	5	1	-19	13	-8	-4	-9	1	2
CCOC(=O)NCCOC(=O)Nc1ccc(Cl)cc1	-12	1	-1	15	0	-3	-2	2	15
O=C(Cn1cnc2ccccc21)N1CCN(S(=O)(=O)c2ccccc2)CC1	1	2	-9	15	-9	-7	-6	0	-96
O=C(c1ccc2c(c1)OCO2)C1CCCN(Cc2cccc(C(F)(F)F)c2)C1 (stereo unspecified)	10	2	0	30	0	10	24	-2	0
O=C(CCCN1C(=O)c2cccc3cccc(c23)C1=O)NC1CCS(=O)(=O)C1 (stereo unspecified)	-8	-20	0	14	-11	-7	2	-2	-370
CCCC(=O)c1cn(CC(=O)OC)c2ccccc12	-17	1	-27	4	-8	-11	7	-1	18
CCOC(=O)C1CN(S(=O)(=O)c2cccs2)c2ccc(CC(=O)OC)cc2O1 (stereo unspecified)	-9	1	-2	-1	0	-3	2	0	8
COCC(=O)N(Cc1ccc(OC)cc1)Cc1nc2ccccc2c(=O)[nH]1	-13	-3	-13	-3	3	-1	5	4	15
Cc1ccccc1-n1c(-c2ccc(Cl)cc2)cnc1SCC(=O)NC1CCS(=O)(=O)C1 (stereo unspecified)	36	0	-23	9	-1	7	16	13	26
CC(=O)Nc1ccc(-c2cn3c(n2)SCC3)cc1	7	0	-14	-4	-4	-8	-1	-4	22
CC(C)(C)OC(=O)N1CCCC(C(=O)Nc2ccc(C(=O)NCc3ccccc3)cc2)C1 (stereo unspecified)	-3	1	x	x	-2	x	x	x	4
CCn1cc(C(=O)NCc2ccc(Cl)cc2)c(=O)c2cc(S(=O)(=O)N3CCOCC3)ccc21	14	1	-7	-10	-3	5	4	1	8
COC(=O)c1ccc(C(NC(=O)OCc2ccccc2)/C(F)=C/[C@@H](C)C(=O)O)cc1 (stereo partly specified)	-7	2	-2	8	0	-7	-4	4	0
CCOc1ccccc1OCCCC(=O)N1CCN(S(=O)(=O)c2ccc(C)cc2)CC1	2	-1	-11	11	5	-5	19	2	20
Cc1ccc(C)c(Cn2nnc3c(=O)[nH]c(C4CCN(C(=O)c5ccco5)CC4)nc32)c1	11	-1	-4	7	0	1	19	3	-3
O=C(Cc1nn[nH]n1)NCCC1=CCCCC1	-4	1	-6	7	-5	7	-1	-4	15
CCc1nnc(NC(=O)c2nc(Cl)ccc2Cl)s1	-9	-1	0	-3	-4	5	-5	0	11
O=C(NCC(c1ccco1)N1CCN(c2ccc(F)cc2)CC1)C(=O)NC1CCCCC1 (stereo unspecified)	-7	-1	-5	-11	-4	1	20	7	-1
NNC(=O)c1sc2cc(C(F)(F)F)cnc2c1-c1cccnc1	-17	2	-12	-5	9	-4	6	0	-5
COc1cc(C2=NOC(C(=O)NCc3ccco3)C2)cc(OC)c1OC (stereo unspecified)	-2	1	9	6	-14	7	-19	7	6
COc1ccccc1/C=C/c1ccc2cccc(O)c2n1	1	-5	81*	10	3	51*	26	29	-113
O=C(NCCN1C(=O)S/C(=C\c2ccccc2F)C1=O)C1CCCN1C(=O)c1cccs1 (stereo unspecified)	-1	0	4	7	-7	0	35	8	-9
CCC(C)NC(=O)CCC(=O)NNc1nc2ccccc2c2nc(C)nn12 (stereo unspecified)	5	1	1	15	-5	39	-2	-8	15
Nc1ccc2nc3c(=O)[nH]c(=S)[nH]c3nc2c1	83*	-35	-129	15	70*	6	28	-7	47*
Cc1cc(C)cc(NC(=O)N(CCC#N)Cc2cccs2)c1	4	1	-22	3	-5	-2	-9	9	19
OCCCNc1nnc(-c2ccccc2)c2ccccc12	0	0	-3	16	-1	-2	3	-9	6
CC(C)(C)C(=O)C1=C(O)C(=O)N(Cc2ccccc2)C1c1ccccc1F (stereo unspecified)	-34	0	-6	4	1	-4	0	-12	5
CS(=O)(=O)N1CCC(C(=O)Nc2ccc(Br)cc2F)CC1	-7	-1	-21	6	-5	-9	-22	-4	20
O=C(NCCCN1CCCC1=O)c1cccc(S(=O)(=O)NCc2ccccc2)c1	-3	-2	3	4	-6	4	26	3	18
Cc1onc(-c2ccccc2)c1C(=O)Oc1ccccc1	-7	0	9	-1	4	-1	-17	0	-2
Cc1cc(C)n(CC(=O)N/N=C/c2ccc(C)o2)n1	-6	0	0	6	-6	11	-5	-6	8
COC(=O)CN1C(=O)C(C)(C)Oc2ccc(C(=O)NC3CCCC3)cc21	11	1	-8	7	-4	-4	0	-2	15
COc1cc(C(C#N)N2N=C(c3ccccc3)CC2c2ccccc2)ccc1O (stereo unspecified)	8	-28	66*	2	0	21	8	78*	22
COc1cccc2cc(C(=O)N3CCCc4ccccc43)oc12	34	0	-6	21	1	-10	-1	-3	9
COc1cc(/C=C2/C(=O)N(c3ccc(C(=O)O)cc3)N=C2C)cc(OC)c1O	45	3	31	13	8	8	78*	47	24
CC(NC(=O)COC(=O)C1CCN(S(=O)(=O)c2ccccc2C(F)(F)F)CC1)c1ccccc1 (stereo unspecified)	-1	2	19	11	15	2	12	10	6
Cc1c(CC(=O)N2CCN(C(=O)C3COc4ccccc4O3)CC2)c(=O)oc2cc(O)ccc12 (stereo unspecified)	6	-91	-2	7	-4	-3	-1	-4	-333
COCCCNc1nc2ccccc2nc1NS(=O)(=O)c1ccc(OC)cc1	-13	-1	-17	16	-2	6	-2	0	-295
CC1CCN(S(=O)(=O)c2ccc(NC(=O)CN3CCN(c4ccccc4)CC3)cc2)CC1	19	2	-38	7	-13	-1	16	2	16
Cc1ccccc1OCCNc1cc(N2CCN(CCO)CC2)ccc1[N+](=O)[O-]	16	3	-25	7	3	-17	26	-4	33
C=CCNc1nc(-c2ccc(O)c(C(N)=O)c2)cs1	-12	2	-16	5	-3	-4	0	-4	-22
O=C1CCC(c2ccccc2)N1c1ccccc1 (stereo unspecified)	-3	1	x	x	8	x	x	x	11
CSc1ccccc1NC(=O)NCCCl	-9	0	-15	4	-3	-5	5	-6	17
CC(C)c1nc(SCC(=O)Nc2cccc(C(=O)O)c2)c2c3c(sc2n1)CCCC3	-29	-2	-10	18	4	0	8	5	1
CCOC(=O)C1(CCOc2ccccc2)CCN(C(=O)CCSC)CC1	-7	-14	x	x	-1	x	x	x	-7
CCc1cccc(NC(=O)COC(=O)/C=C/c2cccs2)c1	9	3	-32	6	0	-18	21	-4	5
CCCCn1c(-c2cccs2)nc2oc3ccccc3c(=O)c2c1=O	5	-10	-32	-1	7	-10	8	-5	-13
CCN(CC)S(=O)(=O)c1ccc(S(=O)(=O)NCc2cccs2)cc1	-12	1	-20	4	-3	1	4	-1	14
CCOC(=O)CN1C(=O)COc2ccc(C(C)(C)C)cc21	-8	2	-18	-9	-3	2	8	-5	18
Cc1cccc2sc(NC(=O)C3=NN(c4ccccc4)C(=O)CC3)nc12	-8	-1	2	-18	-5	-3	9	-15	-68
O=C(Oc1ccc(Cl)c2cccnc12)N1CCOCC1	1	0	-5	29	2	-5	-2	1	-18
CCN(CC)C(=O)Cn1cc(C(=O)C(=O)N(C)C2CCN(C)CC2)c2ccccc21	-13	-2	8	2	-3	-5	7	-4	-1
